Screens deposited in PubChem BioAssay by National Center for Advancing Translational Sciences (NCATS).
Pf Dd2 inh: blocks in vitro growth of P. falciparum Dd2 | P. falciparum Dd2 growth, SYBR Green, 72 h | Potency, µM (titrated, usually from 28.9 µM), inactives show at the highest dose activity, negative = inhibition, actives largely listed as inhibitors | 4.3% of 120,000 active; active = well fitted inhibition curve with a large enough effect; inconclusive = small, poorly fitted or top-dose-only effect; inactive = no such curve, though single readings can be large or run the other way;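 also: plate controls were DMSO vehicle for no effect and reference drug for full effect; nearly all actives have a fitted effect of over 65% in size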
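Readout: SYBR Green fluorescence, 485 nm excitation, 535 nm emission, after ~16 h lysis at 37C. Before that, Dd2-infected red cells (2.5% hematocrit) grew 72 h with compound, 29 uM top final concentration.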
Active calls of the source: *; i = inactive; ? = inconclusive; & = joins results of further samples; [ ] = remark or other dose. Potency is read from the fitted curve at half-maximal effect. These rows are one share of the data; count on the stated rates, not on these rows.

Sample of the layout, 3 compounds:
SMILES | Pf Dd2 inh
COCCN1Cc2[nH]nc(-c3cccc(NC(C)=O)c3)c2CC1=O | 5%[44.1 µM]
Cc1ccc2c(C(=O)NCc3cc(F)cc(F)c3)cc(NC(=O)C(C)C)cc2n1 | i
CC(=O)N1CCCc2cc(S(=O)(=O)N(CCN(C)C)Cc3ccccc3)ccc21 | ?

The listing, from the start:
SMILES | Pf Dd2 inh
COCCN1Cc2[nH]nc(-c3cccc(NC(C)=O)c3)c2CC1=O | 5%[44.1 µM]
Cc1ccc2c(C(=O)NCc3cc(F)cc(F)c3)cc(NC(=O)C(C)C)cc2n1 | i
CC(=O)N1CCCc2cc(S(=O)(=O)N(CCN(C)C)Cc3ccccc3)ccc21 | ?
CCOc1ccccc1NC(=O)CN1C(=O)C2(SCC(=O)N2c2ccc(C)cc2)c2ccccc21 (stereo not drawn) | ?
CCc1nn(CC(=O)N2CCN(c3cccc(C)c3C)CC2)c(=O)c2cc3sccc3n12 | i
O=C(NCc1ccccc1)c1ccc2c(c1)OCCN(C1CCC1)C2 | ?
CNC(=O)[C@@H]1CN(S(=O)(=O)c2cccs2)C[C@H]1c1nc(C)no1 | 11%
Cc1onc(C(=O)NCCc2noc(-c3ccncc3)n2)c1Cn1cc(Cl)cn1 | i
COc1ccc(-c2cc(C(F)(F)F)nc(SCCC(=O)Nc3ccc(NC(C)=O)cc3)n2)cc1 | 3%
OCCNc1ncnc2ccc(-c3cccc(O)c3)cc12 | 8.9µM*
Cc1ccc(NC(=O)Cn2c(-c3cncs3)nc3ccccc32)cc1Br | -7%
O=S(=O)(Nc1cccc(-c2ccc(N3CCCCC3)nn2)c1)c1ccc(F)cc1F | 3%
CCOC(=O)c1nnn(CC(=O)NC(=O)Nc2cccc(CC)c2)c1C(=O)OCC | 37%[activator]
COc1ccc2c(c1)CCc1c(C(=O)Nc3c(C)nn(Cc4c(Cl)cccc4Cl)c3C)noc1-2 | ?
N=c1n(CCN2CCCCC2)c2ccccc2n1CC(O)COc1ccc(Cl)cc1Cl (stereo not drawn) | 1µM*
COC(=O)c1ccc(C(=O)OC)c(NC(=O)c2cnn3c(C(F)F)cc(-c4ccccc4)nc23)c1 | 56%[activator]
CCOCCn1cnc(-c2ccccc2)c1-c1ccccc1OCC(N)=O | -16%
CCCCOc1cccc(C(=O)Nc2cc(NC(=O)c3ccco3)ccc2OC)c1 | -20%
CCOc1ccc(NC(=O)N2CCN(c3nnc(C)c4c(C)n(-c5ccccc5)nc34)CC2)cc1 | i
COc1ccc(-c2nnc(SCC(=O)NCCc3ccc(OC)c(OC)c3)nc2-c2ccc(OC)cc2)cc1 | ?
CC(C)CCCC1CN(C(=O)c2c(O)cccc2O)CCO1 (stereo not drawn) | 0%
O=S(=O)(NC[C@H]1Cn2ccnc2CO1)c1ccccc1 | 7%[44.1 µM]
CSc1cccc(NC(=O)Cn2nc3n(c2=O)CCCC3)c1 | -4%
c1ccc(-c2nc(C3CC3)no2)c(OC2CCNC2)c1 (stereo not drawn) | ?
Cc1noc(C)c1-c1cnc(Nc2cc(F)cc(N3CCOCC3)c2)c2c1CCO2 | -6%[44.1 µM]

2 entries from above in another layout.
Structure: COC(=O)c1ccc(C(=O)OC)c(NC(=O)c2cnn3c(C(F)F)cc(-c4ccccc4)nc23)c1
  Pf Dd2 inh: 56%[activator]

Structure: Cc1ccc2c(C(=O)NCc3cc(F)cc(F)c3)cc(NC(=O)C(C)C)cc2n1
  Pf Dd2 inh: i

Additional structures
SMILES | Pf Dd2 inh
CC(=O)NCC(=O)N1Cc2ccccc2CC2(CCCCN2CC2CCCC2)C1 (stereo not drawn) | ?
Cc1cccc(Cn2c(Cc3ccccc3)nc3ccccc32)c1 | -2%
CC[C@H]1CN(C(C)=O)CC[C@H]1CC(=O)NC1CC1 | i
Cn1ncc(N2CCC(NC(=O)c3ccsc3)CC2)cc1=O | -17%
COc1cc2c(cc1OCc1ccccc1)NC(=O)C21CCN(Cc2nccn2C)CC1 | ?
COc1ccc(CC(C)NS(=O)(=O)c2ccc3c(c2)CCN3S(C)(=O)=O)cc1OC (stereo not drawn) | -11%
CCOc1ccc(-n2c(-c3ccc(OC)cc3)cc3c2CC(C)(C)CC3=O)cc1 | 10%
Cc1ccc(C(=O)N2C(C(=O)NCc3ccccc3)COC23CCN(C(=O)C2CC2)CC3)cc1 (stereo not drawn) | ?
CCOc1ccc(-c2cc(-c3nc(-c4cc(OC)c(OC)c(OC)c4)no3)[nH]n2)cc1 | ?
Cc1ccc(CSc2ncc(Cl)c(C(=O)Oc3ccccc3F)n2)cc1 | 18%
COc1cccc(CNC(=O)CCNS(=O)(=O)c2ccc3c(c2)oc(=O)n3C)c1 | -19%[0.594 µM]
CN(C)C[C@@H]1CN(c2ncccn2)C[C@H]1NC(=O)Cc1ccsc1 | -25%
CSc1cccc(NC(=O)O[C@@H]2CC[C@]3(C)C(CC[C@@H](O)[C@H]3CC(=O)N3CC[C@H](NC(C)=O)C3)[C@]2(C)CO)c1 (stereo partly drawn) | -17%
S=C(NC1CCCCC1)N[C@H]1CO[C@H]2[C@@H]1OC[C@@H]2n1nnnc1-c1ccc2c(c1)OCO2 | ?
COc1ccc2c(Sc3ccc(Cl)cc3)c(C(=O)N3CCCCC3)[nH]c2c1 | -1%
O=C(N[C@H]1CO[C@H]2[C@@H]1OC[C@@H]2n1nnnc1Oc1ccc(-n2cncn2)cc1)N1CCOCC1 | -9%
Cc1cc(C)cc(NC(=O)c2cc3n(n2)CC(c2ccc4c(c2)OCO4)OC3)c1 (stereo not drawn) | i
O=C(c1cn(CCCc2ccccc2)nn1)N1CCCC(c2ccccc2)CC1 (stereo not drawn) | -10%
CCCCC1C(=O)N(C)CCN1C(=O)Cn1ncc(N(C)C)cc1=O (stereo not drawn) | 5%
CNc1cc(C2CC(NS(=O)(=O)c3c(C)noc3C)C2)nc(N)n1 (stereo not drawn) | ?
COC(=O)[C@@H](CC(C)C)NC(=O)[C@@H]1C[C@@H](n2nnc(C(N)=O)c2C(N)=O)CCN1C(=O)c1cccn1C | -10%
Cc1ccc2c(c1)c(=O)c(C(=O)c1ccncc1)cn2CC(=O)Nc1c(C)cccc1C | i
CCCn1c(CCC(=O)Nc2ccc(C)c(Cl)c2)nc2cccnc21 | 68%[activator]
CN1CC(=O)N(c2ccc([N+](=O)[O-])cc2)Cc2c1ncnc2N1CCN(c2ncccn2)CC1 | -3%
CC(C)c1nnc(C2CN(C(=O)Cc3ccsc3)CC23CCOCC3)o1 (stereo not drawn) | -14%
Additional compounds follow:
SMILES | Pf Dd2 inh
O=C(Cn1c2ncccc2c(=O)n1-c1ccccc1)Nc1cccc(C(F)(F)F)c1 | 5%
O=C(CCNS(=O)(=O)c1ccc2c(c1)CCN2C(=O)C1CC1)Nc1ccc(OC(F)(F)F)cc1 | -20%
CCSc1nc(-c2ccc(Cl)cc2)nc2c1Cc1c(CO)cnc(C)c1O2 | ?
O=C(COc1ccccc1F)Nc1ccc2nc(SCC(=O)N3CCc4ccccc43)sc2c1 | ?
COc1cccc(NC2=CC(c3ccc(C(C)C)cc3)N(c3cccc(OC)c3)C2=O)c1 (stereo not drawn) | ?
O=C(Nc1ccccc1)[C@@H]1C[C@@H](c2ccc(F)cc2)N([S+](=O)([O-])c2ccccc2)C1 | i
O=c1cc(-c2cccnc2)oc2c(-c3cccc(CO)c3)nccc12 | -3%[44.1 µM]
COc1ccccc1CC(=O)N1CCCc2ncc(C(=O)N3CCC(OC)CC3)cc21 | 1%[44.1 µM]
O=C(c1n[nH]c2ccccc12)N1CC2CC(C1)[C@H]1CCCC(=O)N1C2 (stereo partly drawn) | -6%
O=C(c1ccc[nH]c1=O)N1CCC2(CC1)NC(=O)N(Cc1ccc(Cl)cc1)C2=O | 13%
Cc1ccc(NC(=O)CN2C(=O)C3(SCC(=O)N3c3ccc(F)c(F)c3)c3ccccc32)c(C)c1 (stereo not drawn) | 14µM*
CC(C)NC(=O)N1CC[C@@H](CC(=O)O)[C@@H](CC2=NCCc3cc(F)ccc32)C1 | -17%[44.1 µM]
CC(=O)N1CCC(C(=O)NC2CCCN(c3cc(-c4ccc(Cl)cc4)[nH]n3)C2)CC1 (stereo not drawn) | i
CCOc1ccc(-c2nnc(SCC(=O)NC3CCCCC3)nc2-c2ccc(OCC)cc2)cc1 | -18%
COCCNC(=O)C[C@@H]1C[C@H]2O[C@H](CN)[C@@H](O)[C@H]2O1 | ?
CNC(=O)c1cccc(-c2cnc(Nc3ccc4c(c3)OCCO4)c3c2CCO3)c1 | -30%[44.1 µM]
O=C(Cc1ccc(F)cc1)N1CCC2(CC1)CCN(CCc1ccccc1)c1ccccc1O2 | ?
COc1ccc(-c2noc(-c3cccn3CC(=O)Nc3cc(F)ccc3Cl)n2)cc1F | -10%
CCN(CC)c1ccc(C(=O)NCc2nnc3c(-c4nc(C(C)C)no4)cccn23)cc1 | ?
CN1CCN([C@H]2CCN(Cc3ccc4occc4c3)C[C@H]2CCC(=O)O)CC1 | -1%
COc1ccc(C)cc1NC(=O)CN1c2ccccc2S(=O)(=O)c2ccccc21 | -22%
Cc1ccc(NC(=O)NC[C@H]2O[C@@H](CC(=O)NCCN3CCOCC3)[C@H](O)[C@@H]2O)cc1 | -12%
COc1ccccc1CNC(=O)c1c(OCC(C)C)cc(=O)n2c1CCCCC2 | i
COc1cccc(N2CC(NC(=O)/C=C\c3ccc(OC)c(OC)c3)CC2=O)c1 (stereo not drawn) | 13%
O=C(NC1CC(=O)N(CCCc2ccccc2)C1)c1ccoc1 (stereo not drawn) | -17%
Next section
SMILES | Pf Dd2 inh
CCCCNc1sc(S(=O)(=O)CCC)nc1S(=O)(=O)c1ccc(C)cc1 | ?
O=C1N(CCc2ccccc2)CCOC12CCN(Cc1ccc(F)cc1)CC2 | ?
Cc1ccc(CNC(=O)CCCN2C(=O)COc3ccc(C)cc32)cc1 | 28%
N#Cc1ccccc1S(=O)(=O)N1C[C@@H]2C[C@H](C1)c1c(-c3ccccc3F)ccc(=O)n1C2 | -16%
O=C(NCCc1ccccc1)c1cnc2n1CCN(CCc1ccccc1)CC2 | 11%[44.1 µM]
CNCC(=O)N1C[C@@H](COc2cccnc2)[C@H](c2ccccn2)C1 | -4%
CC(=O)c1ccc(NS(=O)(=O)c2cc(-c3cc(C)no3)ccc2C)cc1 | i
Cc1nc2c(c(-c3ccc(Cl)cc3)n1)CCN(C(=O)c1cccc(Cl)c1)CC2 | ?
CCOc1ccccc1Oc1ncnc2c1oc1ccccc12 | -10%
CN(CCc1ccccc1)C(=O)c1cc(-c2ccc[nH]2)n[nH]1 | i
O=C(c1cn[nH]c1-c1ccccc1)N1CC2CC(C1)[C@H]1CCCC(=O)N1C2 (stereo partly drawn) | -13%
COCCNC(=O)C(C)[C@@H]1CC[C@@]2(C)CC[C@H](NC(=O)c3cnccn3)[C@@H](C)[C@@H]2[C@H]1O (stereo partly drawn) | ?
CCc1ccc(-n2nc(CO)c(C(=O)NCCOC)n2)cc1 | i
Cc1cccc(CC(=O)N2CCCCC2c2nc(C3CC3)n[nH]2)c1 (stereo not drawn) | -9%
O=C1COCCN1C1CCN(Cc2ccc(C(F)(F)F)cc2)CC1 | -4%&1%
CCCCn1c(=O)n(CC2CCC(C(=O)NCCCOC)CC2)c(=O)c2sccc21 (stereo not drawn) | ?
COc1ccc(-c2cnc([C@@H]3COCCN3)[nH]2)cc1 | i
O=C(NCCc1cccs1)c1ccc(Cn2ccn3nc4c(c3c2=O)CCCC4)cc1 | -9%
Cc1ccc(C(=O)NCc2cccnc2Oc2ccccc2)cn1 | 2%
O=C1OC2(CCNCC2)CN1Cc1cc(C(F)(F)F)ccc1F | -55%
Cc1ccc(-c2nccc(N3CCC(O)C3)n2)c(C)c1 (stereo not drawn) | -9%
CCn1cc(CN2C[C@@H](COC)[C@H](c3nc(COC)no3)C2)cn1 | 34%[activator]
Cc1ccc(CN2CCc3oc(C)c(C(=O)NCCCN4CCN(C)CC4)c3C2)cc1 | ?
Cc1ccc(NC(=O)c2cc3n(n2)CC(c2ccc4c(c2)OCO4)OC3)cc1Cl (stereo not drawn) | -6%
COc1ccc(-c2nc(C)nc3c2CN([S+](=O)([O-])c2ccc(C)cc2)CC3)cc1 | -23%
Carrying on.
SMILES | Pf Dd2 inh
CC(C)CCN1CCC2(C1)NC(=O)c1ccccc1CO2 (stereo not drawn) | ?
Cc1noc(-c2cn(C3CCN(C(=O)c4ccc5c(c4)OCO5)C3)nn2)n1 (stereo not drawn) | -6%
CC1=C[C@@H](CNC(=O)C2CCCCC2)[C@H](C(C)C)C[C@H]1CC(=O)NCc1cccnc1 | -22%[44.1 µM]
Cc1noc(-c2cccs2)c1C(=O)NCCC(c1ccccc1)c1ccccc1 | i
COc1ccc(Cc2nc3nccc(-c4cccs4)n3n2)cc1 | ?
O=C(NCc1ccccc1)C1CCC(=O)N1C1CCN(C(=O)c2ccc(F)cc2F)CC1 (stereo not drawn) | -25%
COc1cccc(-c2ccc(NC(=O)C3CCCN(Cc4cc(C(C)C)n[nH]4)C3)cc2)c1 (stereo not drawn) | 11µM*
COc1ccc(CNC(=O)N2CCC(OC3CCN(S(C)(=O)=O)CC3)CC2)cc1 | i

Shown tab-delimited: four of the compounds above.
molecule	Pf Dd2 inh
Cc1noc(-c2cn(C3CCN(C(=O)c4ccc5c(c4)OCO5)C3)nn2)n1 (stereo not drawn)	-6%
CC1=C[C@@H](CNC(=O)C2CCCCC2)[C@H](C(C)C)C[C@H]1CC(=O)NCc1cccnc1	-22%[44.1 µM]
Cc1noc(-c2cccs2)c1C(=O)NCCC(c1ccccc1)c1ccccc1	i
COc1ccc(Cc2nc3nccc(-c4cccs4)n3n2)cc1	?
